Vif-A3G inh: blocks the Vif interaction with human APOBEC3G. HeLa A3G-eYFP + Vif (tagged APOBEC3G with the HIV-1 protein that degrades it), YFP fluorescence, overnight. Q9HC16. 0.076% of 410,000 active. Potency, µM (doses to about 46.1 µM), without a hit: at the highest dose activity, negative = active, most hits filed as inhibitors;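 further: on the % scale 0 is the no-effect control and ±100 the full control effect; nearly all actives have a fitted effect of over 60% in size; hits raise eYFP signal because A3G escapes Vif-driven loss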
Target sequence (Q9HC16 whole entry, looked up): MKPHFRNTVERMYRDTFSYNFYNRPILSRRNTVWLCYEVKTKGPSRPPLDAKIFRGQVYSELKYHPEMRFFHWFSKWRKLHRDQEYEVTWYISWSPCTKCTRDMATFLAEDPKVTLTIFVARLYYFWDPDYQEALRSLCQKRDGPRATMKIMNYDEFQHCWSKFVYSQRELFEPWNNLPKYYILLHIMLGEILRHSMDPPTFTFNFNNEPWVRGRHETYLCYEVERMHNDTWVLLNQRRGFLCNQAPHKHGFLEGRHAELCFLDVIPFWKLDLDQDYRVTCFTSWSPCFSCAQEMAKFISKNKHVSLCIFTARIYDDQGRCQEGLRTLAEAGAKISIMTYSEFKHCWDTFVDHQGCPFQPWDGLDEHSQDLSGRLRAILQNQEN
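Read-out is eYFP fluorescence (Ex 488/Em 500-530) from Vif-expressing HeLa A3G-eYFP cells; more signal means A3G escaped Vif-mediated degradation. Cells plated overnight, compound pinned in, incubated overnight at 37 deg C.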
TrxR1 substrate: is turned over as a substrate by rat TrxR1. O89049. purified TrxR1 substrate turnover, NADPH consumption readout. Potency, µM (doses to about 114 µM), without a hit: at the highest dose activity change, negative = substrate turnover. 0.01% of 390,000 active; further: on the % scale 0 is the no-effect control and ±100 the full control effect; nearly all actives have a fitted effect of over 50% in size
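Rat TrxR1, dispensed at 90 nM, was prereduced with 400 uM NADPH (final) for 5 min at ~22 deg C, then incubated with compound 15 min before 400 uM selenite. A first-read NADPH fluorescence drop versus no-compound background flagged substrates.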
mIDH1 inhibitor: human IDH1 R132H inhibition | O75874 | 0.093% of 390,000 active | IDH1-R132H enzyme, NADPH consumption, diaphorase/resazurin fluorescence | Potency, µM (top dose mostly 76.6 µM), for inactives: at the highest dose activity change, negative = inhibition, actives largely listed as inhibitors; further: on the % scale 0 is the no-effect control and ±100 the full control effect; nearly all actives have a fitted effect of over 65% in size
Target sequence (O75874 whole entry R132H, stated change not applied): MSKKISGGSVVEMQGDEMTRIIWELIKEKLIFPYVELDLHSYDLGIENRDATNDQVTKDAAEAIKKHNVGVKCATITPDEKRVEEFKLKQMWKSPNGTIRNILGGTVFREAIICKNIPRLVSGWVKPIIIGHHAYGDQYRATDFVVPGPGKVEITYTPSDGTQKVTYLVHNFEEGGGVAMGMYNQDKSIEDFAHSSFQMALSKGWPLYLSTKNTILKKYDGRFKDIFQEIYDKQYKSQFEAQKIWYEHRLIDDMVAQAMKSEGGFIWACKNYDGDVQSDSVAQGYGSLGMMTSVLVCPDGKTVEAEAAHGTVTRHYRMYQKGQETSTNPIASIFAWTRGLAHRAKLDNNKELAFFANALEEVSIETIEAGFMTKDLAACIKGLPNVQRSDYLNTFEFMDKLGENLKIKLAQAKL
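IDH1-R132H (0.5 ug/mL) preincubated 30 min with compound, then NADPH (0.016 mM) and alpha-KG (2 mM) added; 80 min at RT, pH 7.5. Remaining NADPH coupled via diaphorase/resazurin to fluorescence (540/590 nm); concentration-response curves normalized to no-enzyme control.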
TrxR1 inh: rat TrxR1 inhibition | AID 588453 | 1% of 390,000 active | recombinant rTrxR1, NADPH fluorescence consumption, selenite substrate | O89049 | Potency, µM (doses to about 114 µM), for inactives: at the highest dose activity change, negative = inhibition, actives largely listed as inhibitors; further: on the % scale 0 is the no-effect control and ±100 the full control effect; nearly all actives have a fitted effect of over 65% in size
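Rat TrxR1 (90 nM in the dispensed reagent) was pre-reduced with 400 uM NADPH for 5 min at room temperature, then incubated with compound for 15 min. After 400 uM selenite was added, NADPH fluorescence (Ex 340/Em 450 nm) was followed for 8 min.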
RGS4 inh: blocks human RGS4-accelerated GTP hydrolysis. P49798. Transcreener GDP fluorescence polarization, RGS4-accelerated GTP hydrolysis. Potency, µM (highest dose often 114 µM), for the others: at the top dose activity change, negative = inhibition, most hits filed as inhibitors. 0.039% of 390,000 active; further: on the % scale 0 is the no-effect control and ±100 the full control effect; nearly all actives have a fitted effect of over 75% in size; some results filed as inactive show a strong effect at the top dose
Target sequence (P49798 whole entry, looked up): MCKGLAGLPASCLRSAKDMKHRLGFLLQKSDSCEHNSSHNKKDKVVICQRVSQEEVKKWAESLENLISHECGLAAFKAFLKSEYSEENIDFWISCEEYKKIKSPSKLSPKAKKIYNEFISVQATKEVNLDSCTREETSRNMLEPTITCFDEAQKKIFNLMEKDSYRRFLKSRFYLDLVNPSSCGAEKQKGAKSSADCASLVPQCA
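MLSMR compounds (23 nl, pin-transferred) preincubated 10 min at room temperature with a 500nM (2x) first reagent, then RGS4 at 900nM (2x) plus Transcreener GDP mix added; fluorescence polarization (620/688 nm) read before and after 90 min at 30 °C.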
USP1-UAF1 inh: inhibitors of human USP1/UAF1 deubiquitinase; 0.23% of 390,000 active; O94782; AID 743255; recombinant USP1/UAF1, Ub-Rhodamine cleavage fluorescence; Potency, µM (highest dose often 57.1 µM), for inactives: top-dose activity change, negative = inhibition, usual class: inhibitors; further: on the % scale 0 is the no-effect control and ±100 the full control effect; nearly all actives have a fitted effect of over 60% in size; inactives centre near -12
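Step one: compound is pinned into 1nM USP1/UAF1 in HEPES pH 7.8 buffer with TCEP. Step two: 15 min room-temperature incubation. Step three: Ub-Rho (150nM final) starts cleavage, tracked by fluorescence over six one-minute reads.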
RXFP1 agonist: agonists of human relaxin receptor RXFP1. Q9HBX9. HEK293T-RXFP1 cAMP TR-FRET, 30 min; response scale: percent of porcine relaxin response, buffer zero. Potency, µM (doses to about 57.5 µM), for inactives: at the top dose activation, most hits filed as activators. 0.3% of 370,000 active; further: on the % scale 0 is the no-effect control and ±100 the full control effect; nearly all actives have a fitted effect of over 60% in size; many of its hits are not listed in these tables
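HEK293T cells stably expressing RXFP1 were pretreated with the PDE4 inhibitor Ro 20174, exposed to compounds for 30 min at 37C, lysed, and cAMP was read by TR-FRET. Data normalized to buffer (basal) and 29 nM porcine relaxin (100%).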
Vif-A3F inh: blocks the Vif interaction with APOBEC3F. HeLa A3F-eYFP + Vif (tagged APOBEC3F with the HIV-1 protein that degrades it), YFP fluorescence increase. Potency, µM (series often up to 46.1 µM), for inactives: at the highest dose activity, negative = active. 0.2% of 390,000 active; further: % of control where 0% means no effect; nearly all actives have a fitted effect of over 65% in size
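Fluorescence increase (Ex 488/Em 500-530) after overnight compound treatment at 37 deg C flags inhibition of Vif-driven A3F-eYFP loss in stable HeLa A3F-eYFP/Vif cells seeded overnight beforehand.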
ALOX12 inh: ALOX12 (human) lipoxygenase inhibition; P18054; purified 12hLO, xylenol orange hydroperoxide absorbance; Potency, µM (highest dose often 108 µM), for the others: top-dose activity change, negative = inhibition, hits mostly inhibitors; 1.1% of 580,000 active; AID 1671190; further: on the % scale 0 is the no-effect control and ±100 the full control effect
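Purified human 12hLO (150 nM final) in 25 mM Hepes, 0.01% Triton X-100, pH 7.0 was preincubated 15 min at room temperature with compound. Then 40 uM arachidonic acid was added, 30 min. Hydroperoxide was read by Fe-XO absorbance ratio 573/405 nm.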
* marks the source's active call; other numbers are inactive results; ? = inconclusive; . = not tested or not shown; & = joins results of further samples; [ ] = another dose, or the depositor's remark. The call rests on the fitted dose curve; in most records, active means well fitted curve in the direction sought with a large enough effect; inconclusive means small, poorly fitted or top-dose-only effect, or another doubt; inactive means no such curve, though single readings can be large; an effect the other way counts as inactive or inconclusive. Potency means the concentration at half of the fitted maximal effect. An excerpt; count on the stated rates, not on these rows.

Structure | Vif-A3G inh | TrxR1 substrate | mIDH1 inhibitor | TrxR1 inh | RGS4 inh | USP1-UAF1 inh | RXFP1 agonist | Vif-A3F inh | ALOX12 inh
CC(C(=O)O)N1CCCCC1 (configuration not stated) | -2% | 2% | -1% | 7% | -27%[11.4 µM] | -17% | -0.9% | 1% | ?
Cc1cc(OC(C)C(=O)Nc2cccnc2)ccc1Cl (configuration not stated) | -1% | 2% | 4% | 21% | 26% | -14% | 3.5% | -5% | 1%
O=C(NNC1CC(=O)N(c2ccc(Br)cc2)C1=O)c1cccnc1 (configuration not stated) | 6% | -2%[57.1 µM] | -7% | 19% | -17% | -15% | 2.4% | 4% | 4%
C/C(CC(=O)NC(C)(C)C)=N\NC(=O)c1ccccc1N | 0% | 24%[57.1 µM] | -3% | ? | -49% | 0% | 3.4% | -1% | 11%
COCC(=O)Nc1cc(C(=O)Nc2ccccc2C)ccc1Cl | 1% | 7% | 8% | 17% | 17% | 1% | -0.1% | 0% | -15%
CCN1CCN(C(=O)c2ccc3c(c2)N(Cc2cccc(Cl)c2)C(=O)c2ccccc2S3(=O)=O)CC1 | -6% | -5%[57.1 µM] | -6% | 14%[57.1 µM] | -5% | -9% | 1.6% | -14% | -24%
CN(C(=O)COC(=O)c1cccc(S(=O)(=O)N2CCCCCC2)c1)C1CCS(=O)(=O)C1 (configuration not stated) | -2% | 2%[57.1 µM] | 0% | -3% | -8% | -17% | 1.9% | -1% | -11%
O=C(O)c1cc(-c2ccc(Cl)c(Cl)c2)n(-c2ccc(F)cc2)n1 | -5% | 3% | 28% | 6% | -33% | -9% | -3.5% | -22% | ?
NC(=O)N/N=C/c1ccc(OCc2cccc(Cl)c2)cc1 | -1% | -1%[57.1 µM] | -7% | 31%[57.1 µM] | -13% | -15% | 2.7% | -8% | -9%
O=C(Nc1ccc2ccccc2c1)c1cccc(F)c1 | 0% | 12% | 15% | 23% | -46% | -18% | 2.9% | 0% | 17%
COc1ccc(OCc2nnc(SCC(=O)NC3CC4CCC3C4)o2)cc1 (configuration not stated) | 0% | -1% | 28% | 18% | 23% | -3% | 0.3% | -1% | -18%
CC(C)OC(=O)c1c(NC(=O)CCC(=O)O)sc2c1CCCCC2 | -4% | -6%[11.4 µM] | 5% | -15% | 2% | -11% | 2.8% | -13% | -13%
Nc1cc(=O)n(Cc2ccccc2)c(=O)n1Cc1ccccc1 | -7% | 15%[57.1 µM] | 5% | 25%[11.4 µM] | 7% | -2% | . | 15% | -3%
COC(=O)c1c(C)[nH]c(C=O)c1-c1ccccc1 | 2% | 7%[57.1 µM] | -2% | 12%[11.4 µM] | 7% | -13% | -0.4% | 14% | 8%
O=C(c1noc2c1CCCC2)N1CCC(CO)(Cc2ccccc2Cl)CC1 | -2% | 1%[57.1 µM] | 4% | 13%[57.1 µM] | -3% | -9% | 1.6% | 13% | -2%
CCn1c(C)nnc1SCC(=O)Nc1ccc(OC)cc1 | -2% | . | 5% | . | . | -23% | . | -14% | -3%
COc1ccc(NC(=O)c2ccc(-c3ccc(OC)cc3)s2)cc1 | -1% | 1% | -2% | 5% | -11% | -27% | 2.0% | 11% | 0%
CCCSc1nc2sc3c(c2c(=O)n1Cc1ccccc1)CC(C)(CC)OC3 (configuration not stated) | 4% | -1% | -16% | 19% | -8% | -4% | -0.6% | 8% | 2%
CC(NC(=O)CCN1C(=O)c2ccccc2C1=O)c1ccc2c(c1)CCCC2 (configuration not stated) | -1% | -4% | 3% | -2% | -8% | -16% | 1.5% | -17% | 1%
Cc1ccc(N(CC(=O)Nc2ccc(C)cc2C)S(=O)(=O)N2CCCC2)cc1 | 0% | -4% | 6% | 3% | 0% | 3% | -0.8% | 1% | 19%
C=CCN1C(=O)C2(OCCCO2)c2cc(C)ccc21 | -3% | 8%[57.1 µM] | 1% | 7%[57.1 µM] | 17% | -17% | 1.6% | 3% | -2%
CCOC(=O)c1cc(-c2csc(Nc3c(C)cc(C)cc3C)n2)on1 | -1% | 8%[57.1 µM] | 3% | 9%[57.1 µM] | -13% | -8% | 0.0% | -8% | 20µM*
NC(=O)c1ccc(SCC(=O)OCC(=O)N2CCCC2=O)c([N+](=O)[O-])c1 | 1% | -7% | 2% | -9% | -22% | 2% | 0.1% | 9% | .
Cc1ccc2cc(C3CC(c4ccco4)=NN3C(=O)CCC(=O)O)c(Cl)nc2c1 (configuration not stated) | 0% | -3% | 4% | -11% | ? | -14% | -0.8% | 4% | -10%
Cc1ccc(-c2nnc(NC(=O)c3ccc4c(c3)OCCO4)o2)c(C)c1 | 9% | -2%[57.1 µM] | -17% | 15%[57.1 µM] | -25% | -3% | 3.9% | -5% | -24%

7 successive entries out of the list so far:
Structure | Vif-A3G inh | TrxR1 substrate | mIDH1 inhibitor | TrxR1 inh | RGS4 inh | USP1-UAF1 inh | RXFP1 agonist | Vif-A3F inh | ALOX12 inh
CC(NC(=O)CCN1C(=O)c2ccccc2C1=O)c1ccc2c(c1)CCCC2 (configuration not stated) | -1% | -4% | 3% | -2% | -8% | -16% | 1.5% | -17% | 1%
Cc1ccc(N(CC(=O)Nc2ccc(C)cc2C)S(=O)(=O)N2CCCC2)cc1 | 0% | -4% | 6% | 3% | 0% | 3% | -0.8% | 1% | 19%
C=CCN1C(=O)C2(OCCCO2)c2cc(C)ccc21 | -3% | 8%[57.1 µM] | 1% | 7%[57.1 µM] | 17% | -17% | 1.6% | 3% | -2%
CCOC(=O)c1cc(-c2csc(Nc3c(C)cc(C)cc3C)n2)on1 | -1% | 8%[57.1 µM] | 3% | 9%[57.1 µM] | -13% | -8% | 0.0% | -8% | 20µM*
NC(=O)c1ccc(SCC(=O)OCC(=O)N2CCCC2=O)c([N+](=O)[O-])c1 | 1% | -7% | 2% | -9% | -22% | 2% | 0.1% | 9% | .
Cc1ccc2cc(C3CC(c4ccco4)=NN3C(=O)CCC(=O)O)c(Cl)nc2c1 (configuration not stated) | 0% | -3% | 4% | -11% | ? | -14% | -0.8% | 4% | -10%
Cc1ccc(-c2nnc(NC(=O)c3ccc4c(c3)OCCO4)o2)c(C)c1 | 9% | -2%[57.1 µM] | -17% | 15%[57.1 µM] | -25% | -3% | 3.9% | -5% | -24%

Next compounds follow:
Abbreviations: A = Vif-A3G inh; B = TrxR1 substrate; C = mIDH1 inhibitor; D = TrxR1 inh; E = RGS4 inh; F = USP1-UAF1 inh; G = RXFP1 agonist; H = Vif-A3F inh; I = ALOX12 inh
SMILES: Cc1ccc(OCC(=O)Nc2ccc(N3CCN(C(=O)c4ccco4)CC3)cc2)cc1
  A: 2%	B: -4%	C: -4%	D: -2%	E: 13%	F: -5%	G: 0.0%	H: 5%	I: -8%
SMILES: CCCc1cc(=O)[nH]c(SCC(=O)NC)n1
  A: 0%	B: 9%[57.1 µM]	C: 1%	D: 28%[57.1 µM]	E: 6%	F: -1%	G: 0.4%	H: -10%	I: -13%
SMILES: COc1ccc2nc(NC(=O)c3cc(=O)c4cc(C)cc(C)c4o3)sc2c1
  A: 1%	B: -3%	C: -6%	D: 22%	E: -21%	F: -16%	G: 0.2%	H: -6%	I: -17%&-24%
SMILES: C=CCSc1nnc2n(CCc3ccccc3)c(=O)c3c4c(sc3n12)COC(C)(C)C4
  A: 1%	B: -9%	C: -2%	D: -6%	E: 16%	F: 6%	G: -2.7%	H: 0%	I: 134%[activator]
SMILES: O=C(Cn1cc(C(=O)c2cccs2)c2ccccc21)NC1CCCCC1
  A: 4%	B: -12%	C: -3%	D: 5%	E: 11%	F: -5%	G: 2.5%	H: -6%	I: 0%
SMILES: CC(=O)c1cccc(NC(=S)NC(=O)c2ccccc2)c1
  A: -3%	B: 0%	C: 6%	D: 35µM*	E: ?	F: -7%	G: -0.9%	H: -5%	I: ?
SMILES: CC(=O)c1cccc(NC(=O)c2ccc3c(Cl)c4c(nc3c2)CCCC4)c1
  A: 1%	B: -3%[57.1 µM]	C: 6%	D: -6%[57.1 µM]	E: -3%	F: -3%	G: 2.0%	H: 4%	I: -15%
SMILES: CC(Sc1nnc2ccccn12)C(=O)Nc1ccc(N2CCOCC2)cc1 (configuration not stated)
  A: 2%	B: 10%[57.1 µM]	C: 3%	D: 8%[2.29 µM]	E: 21%	F: -24%	G: .	H: ?	I: -6%
SMILES: NC(=O)NC(=O)COC(=O)/C=C/c1cccs1
  A: -4%	B: -10%	C: 0%	D: -5%	E: 6%	F: -13%	G: 2.6%	H: -26%	I: 0%
SMILES: O=C(N/N=C1\CC2CC=CC12)c1ccc(COc2ccccc2)cc1 (configuration not stated)
  A: 2%	B: 0%	C: 2%	D: 22%	E: 27%	F: 0%	G: 1.4%	H: 0%	I: 1%
SMILES: Cc1cc(N2C(=O)C(O)=C(C(=O)c3ccc(C)o3)C2c2cccc(Cl)c2)no1 (configuration not stated)
  A: 1%	B: .	C: -7%	D: .	E: .	F: -9%	G: .	H: -7%	I: 45µM*

Assay outcomes deposited in PubChem BioAssay by National Center for Advancing Translational Sciences (NCATS).
